Compound activity as filed in PubChem BioAssay.
PfHsp90 set2: growth inhibition of yeast expressing Plasmodium Hsp90; S. cerevisiae expressing PfHsp90, BacTiter-Glo ATP, 48 h; yeast lacking PDR1 and PDR3 efflux regulators; inhibition, % at 9.4 µM; 310,000 compounds, 0.32% hits; AID 504621;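 active = every replicate shows inhibition above about 80%, whatever the replicate mean, limit read from the data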;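 note: 0% = DMSO neutral controls and 100% = 20 µM radicicol positive controls; yeast relying on Plasmodium falciparum Hsp90 in place of its own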
phage Ecoli inh: E. coli growth loss with phage present. 360,000 compounds, 0.26% hits. inhibition, % at 11.9 µM. growth absorbance; in the data active = inhibition above about 11%
Tat transport: inhibitors of E. coli Tat protein transport. E. coli MC4100 TorA-mCherry Tat export, fluorescence. inhibition, % at 10 µM. 340,000 compounds, 0.036% hits;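 active = mean replicate inhibition at least 50% and at least half of replicates individually reaching 50%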;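 note: exported cargo escapes ClpAP degradation while cytoplasmic cargo is degraded and loses fluorescence; 0% = median of neutral control wells and 100% = median of NaSCN control wells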
PvdQ acylase: blocks Pseudomonas aeruginosa PvdQ acylase activity | purified PvdQ acylase, fluorescence plate reader | inhibition, % at 10 µM | 340,000 compounds, 0.063% hits | AID 488965; in the data active = inhibition above about 30%, passing the limit was not always enough;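 note: 0% = vehicle neutral wells and 100% = reference inhibitor wells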
CAL PDZ FP: blocks peptide binding to human CAL PDZ domain; 330,000 compounds, 0.02% hits; Q9HD26; purified CAL PDZ, TMR-peptide fluorescence polarization, 1 h; inhibition, % at 20 µM;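 active = highest replicate inhibition of at least 40%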;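 note: plate controls were DMSO neutral control wells for no effect and unlabeled competitor peptide control wells for full effect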
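Control set: unlabelled peptide and DMSO controls / Material: purified CerCALP PDZ construct / Timing: 1 h incubation at room temperature before polarization reading / Doses: 20 µM, one dose / Detection: fluorescence polarization (mP)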
AddAB inh: less growth of phage-infected E. coli with AddAB. E. coli expressing H. pylori AddAB, absorbance growth. inhibition, % at 11.9 µM. 330,000 compounds, 0.29% hits. AID 435030; in the data active = inhibition above about 12%;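 note: 0% = vehicle wells of infected cells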
Rtt109 Vps75: C. albicans Rtt109 histone acetyltransferase inhibition; Q5AAJ8; purified Rtt109/Vps75, ThioGlo CoA-SH fluorescence, 4 h; inhibition, % at 34.9 µM; 330,000 compounds, 0.16% hits; AID 540336;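 active = inhibition of at least 50% in every replicate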
Target sequence (Q5AAJ8 whole entry, looked up): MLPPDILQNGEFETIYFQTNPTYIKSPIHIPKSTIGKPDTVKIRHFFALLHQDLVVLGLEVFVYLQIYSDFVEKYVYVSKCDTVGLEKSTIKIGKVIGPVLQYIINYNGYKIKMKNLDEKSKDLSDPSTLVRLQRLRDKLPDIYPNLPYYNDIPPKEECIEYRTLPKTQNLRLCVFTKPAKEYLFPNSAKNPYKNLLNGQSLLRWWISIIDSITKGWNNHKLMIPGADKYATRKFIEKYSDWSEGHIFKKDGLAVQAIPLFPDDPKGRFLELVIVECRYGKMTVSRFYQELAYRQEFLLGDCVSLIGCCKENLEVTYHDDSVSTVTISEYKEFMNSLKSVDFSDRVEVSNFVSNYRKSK
Wnt bcat act: activates Wnt/beta-catenin signaling in a reporter cell assay; activator, plate reader; activation, % at 9.35 µM; 300,000 compounds, 1.2% hits; AID 743398; in the data active = activation above about 30%, passing the limit was not always enough;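 note: 0% = neutral control wells and 100% = positive control wells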
DAGLB inh: blocks human DAGLB lipase activity. 340,000 compounds, 0.059% hits. AID 504411. HEK293T DAGLB membrane lysate, EnzChek fluorogenic substrate. inhibition, % at 5.17 µM. Q8NCG7; in the data active = inhibition above about 34%;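 note: 0% = enzyme with vehicle and 100% = wells lacking enzyme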
Target sequence (Q8NCG7 whole entry, looked up): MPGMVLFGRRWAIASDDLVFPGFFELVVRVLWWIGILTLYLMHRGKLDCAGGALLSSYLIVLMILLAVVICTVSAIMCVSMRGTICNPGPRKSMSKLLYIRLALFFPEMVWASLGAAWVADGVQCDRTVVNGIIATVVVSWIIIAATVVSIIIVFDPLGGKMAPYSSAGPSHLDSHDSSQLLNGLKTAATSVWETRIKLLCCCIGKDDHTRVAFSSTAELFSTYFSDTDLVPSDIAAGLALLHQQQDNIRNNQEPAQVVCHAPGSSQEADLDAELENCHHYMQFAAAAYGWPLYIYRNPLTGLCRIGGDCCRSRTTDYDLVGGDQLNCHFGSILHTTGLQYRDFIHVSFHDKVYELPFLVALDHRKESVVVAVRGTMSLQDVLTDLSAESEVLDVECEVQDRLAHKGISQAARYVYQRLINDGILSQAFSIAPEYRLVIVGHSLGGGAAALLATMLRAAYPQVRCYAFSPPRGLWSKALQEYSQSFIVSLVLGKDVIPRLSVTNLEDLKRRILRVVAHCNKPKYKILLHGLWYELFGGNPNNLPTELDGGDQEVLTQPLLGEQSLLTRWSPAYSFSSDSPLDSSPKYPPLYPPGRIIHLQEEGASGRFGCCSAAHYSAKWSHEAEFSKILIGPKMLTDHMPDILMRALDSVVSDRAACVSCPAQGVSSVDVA
E coli growth: bacterial growth inhibition, counter-screen for AddAB inhibitors | E. coli V3065 growth, OD600 absorbance, 18 h | inhibition, % at 11.9 µM | 330,000 compounds, 0.27% hits | AID 449728;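 active = inhibition above the campaign's mean inhibition across all tested compounds plus 3 SD, cut at about 9.9% in these data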;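 note: uninfected addAB+ strain grown without phage in ampicillin broth; 0% = DMSO wells and 100% = ciprofloxacin 0.95 µg/ml wells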
Starred values were filed as active, the others as inactive. The order is random. About 1.9% of those tested had a hit in this group.

For CCOC(=O)CNS(=O)(=O)c1ccc(C(=O)O)cc1 the results were PfHsp90 set2 6, phage Ecoli inh 2.8, Tat transport -3, PvdQ acylase -15, CAL PDZ FP -1.1, AddAB inh -2.1, Rtt109 Vps75 -10, DAGLB inh 3 and E coli growth 1.0.
For Cc1cccc(C)c1NC(=S)N(Cc1ccccc1)Cc1cccs1 the results were PfHsp90 set2 -39, phage Ecoli inh 0.8, Tat transport -6, PvdQ acylase -7, CAL PDZ FP -0.5, AddAB inh 0.7, Rtt109 Vps75 19, Wnt bcat act 0, DAGLB inh -10 and E coli growth -0.6.
Screening O=C1CCC(c2ccccc2)(C2CCN(Cc3ccccc3)CC2)C(=O)N1 (configuration not stated) returned PfHsp90 set2 -12, phage Ecoli inh 3.2, Tat transport -7, PvdQ acylase -2, CAL PDZ FP 0.1, AddAB inh -1.3, Rtt109 Vps75 0, Wnt bcat act 1, DAGLB inh 1 and E coli growth -0.9.
`CNC(=O)CSc1nnc(COc2ccc(Cl)cc2)n1CCOC` gave PfHsp90 set2 -31, phage Ecoli inh 2.8, Tat transport 10, PvdQ acylase -20, CAL PDZ FP -0.3, AddAB inh -0.6, Rtt109 Vps75 -11, Wnt bcat act -5, DAGLB inh -1 and E coli growth 0.4.
`CCOC(=O)N1CCN(C(=S)NCCOC)CC1` gave PfHsp90 set2 -12, phage Ecoli inh 0.7, Tat transport -9, PvdQ acylase -17, CAL PDZ FP -0.5, AddAB inh 0.8, Rtt109 Vps75 -10, Wnt bcat act 7, DAGLB inh -5 and E coli growth -1.8.
O=C(NC(=O)N1CCN(c2cccc(Cl)c2)CC1)c1ccc(Cl)cc1 was read as PfHsp90 set2 -16, phage Ecoli inh 3.1, Tat transport 2, PvdQ acylase -17, CAL PDZ FP -2.2, AddAB inh 1.6, Rtt109 Vps75 4, Wnt bcat act 0, DAGLB inh 0 and E coli growth 1.9.
Cn1nnnc1SCC(=O)c1cccs1 was read as PfHsp90 set2 18, phage Ecoli inh 1.1, Tat transport -3, PvdQ acylase -7, CAL PDZ FP -0.4, AddAB inh 0.3, Rtt109 Vps75 0, Wnt bcat act -7, DAGLB inh -1 and E coli growth 0.2.
For O=C(c1ccccc1)N1CCN(c2ncnc3sc4c(c23)CCC4)CC1 the results were PfHsp90 set2 50, phage Ecoli inh 5.3, Tat transport -3, PvdQ acylase -16, CAL PDZ FP -1.5, AddAB inh 1.3, Rtt109 Vps75 16, Wnt bcat act 1, DAGLB inh 2 and E coli growth 0.2.
For COc1ccc(C(=O)C2CCCN(C(=O)C3CCOCC3)C2)c(C)c1 (configuration not stated) the results were PfHsp90 set2 0, phage Ecoli inh 1.2, Tat transport 4, PvdQ acylase -5, CAL PDZ FP -0.6, AddAB inh 0.2, Rtt109 Vps75 -1, Wnt bcat act -1, DAGLB inh 0 and E coli growth 0.6.
`COc1ccc(C(=O)N2CCN(S(=O)(=O)c3ccc(F)cc3)CC2)cc1OC` gave PfHsp90 set2 15, phage Ecoli inh 0.8, Tat transport -1, PvdQ acylase -12, CAL PDZ FP -1.9, AddAB inh 0.0, Wnt bcat act -3, DAGLB inh 0 and E coli growth 0.9.
For N#Cc1c(N)nc(N2CCCC2)c(C#N)c1-c1ccc(Cl)cc1 the results were phage Ecoli inh 1.6, Tat transport -7, PvdQ acylase -11, CAL PDZ FP -1.0, AddAB inh 2.7, Wnt bcat act -2, DAGLB inh -1 and E coli growth 2.8.
For O=C(c1ccc(Cl)cc1)N(c1ccccn1)C1CCCCC1 the results were PfHsp90 set2 31, phage Ecoli inh 2.6, Tat transport -1, PvdQ acylase 1, CAL PDZ FP -0.2, AddAB inh 2.4, Rtt109 Vps75 1, Wnt bcat act 0, DAGLB inh -4 and E coli growth 2.4.
CC1CC=C(O)C12OCC(C)(C)CO2 (configuration not stated) was read as phage Ecoli inh -0.2, Tat transport 4, PvdQ acylase 9, CAL PDZ FP 0.1, Rtt109 Vps75 4, Wnt bcat act -2 and DAGLB inh -1.
Screening Cc1cccc(-n2c(Cc3cc(=O)[nH]c(=O)[nH]3)nnc2SCC(=O)N2CCCCC2)c1 returned PfHsp90 set2 -34, phage Ecoli inh 1.5, Tat transport -7, PvdQ acylase -7, CAL PDZ FP -0.2, AddAB inh 1.6, Rtt109 Vps75 6, Wnt bcat act -2, DAGLB inh 0 and E coli growth -0.2.
For CCOC(=O)C1CCN(C(=O)C2(NC(=O)Nc3ccc(F)cc3F)CCCCC2)CC1 the results were PfHsp90 set2 11, phage Ecoli inh -0.4, Tat transport 0, PvdQ acylase -7, CAL PDZ FP -1.3, AddAB inh 0.9, Rtt109 Vps75 1, Wnt bcat act -2, DAGLB inh -2 and E coli growth 1.3.
Screening CC1(c2ccccc2)NC(=O)N(CC(=O)Nc2ccc3c(c2)CCC3)C1=O (configuration not stated) returned phage Ecoli inh 1.4, Tat transport -2, PvdQ acylase -12, CAL PDZ FP 0.0, AddAB inh -0.5, Rtt109 Vps75 -5, Wnt bcat act -2, DAGLB inh -2 and E coli growth 0.0.
Screening O=C(NCc1ccco1)C1CCCN(S(=O)(=O)Cc2ccccc2)C1 (configuration not stated) returned PfHsp90 set2 -1, phage Ecoli inh 1.1, Tat transport -2, PvdQ acylase 5, CAL PDZ FP -2.6, AddAB inh 2.5, Rtt109 Vps75 -3, DAGLB inh 3 and E coli growth -5.3.
CC(C)n1nc(C(=O)Oc2ccc(Cl)cc2)c2ccccc2c1=O was read as PfHsp90 set2 -1, phage Ecoli inh 0.7, Tat transport 1, PvdQ acylase -1, CAL PDZ FP -2.3, AddAB inh 0.0, Rtt109 Vps75 14, Wnt bcat act 4, DAGLB inh -4 and E coli growth 1.1.
Screening CCCOc1ccc(NC2=CC(=O)CC(C)(C)C2)cc1 returned PfHsp90 set2 9, phage Ecoli inh 0.3, Tat transport -2, PvdQ acylase 4, CAL PDZ FP -0.7, AddAB inh 1.8, Rtt109 Vps75 2, Wnt bcat act 5, DAGLB inh -1 and E coli growth 3.2.
Cc1[nH]nc(SCC(=O)NCc2ccc(Cl)cc2)c1[N+](=O)[O-] was read as PfHsp90 set2 17, phage Ecoli inh 4.7, Tat transport 10, PvdQ acylase 7, CAL PDZ FP -0.1, AddAB inh 4.6, Rtt109 Vps75 -6, Wnt bcat act 3, DAGLB inh 3 and E coli growth 0.4.
O=C(CCS(=O)(=O)c1ccc(Br)cc1)NC1CCCCCC1 was read as PfHsp90 set2 2, phage Ecoli inh 0.8, Tat transport -4, PvdQ acylase -4, CAL PDZ FP -1.9, AddAB inh 2.5, Rtt109 Vps75 -4, Wnt bcat act -1, DAGLB inh -1 and E coli growth -1.4.
Screening CCN1C(=O)[C@H]2[C@H]3CN=C(SCc4ccc(Cl)cc4)N3[C@@](Cc3ccccc3)(C(=O)OC)[C@H]2C1=O returned PfHsp90 set2 5, phage Ecoli inh -1.6, Tat transport 9, PvdQ acylase -14, CAL PDZ FP -0.2, AddAB inh -0.1, Rtt109 Vps75 3, Wnt bcat act -5, DAGLB inh -1 and E coli growth -2.0.
For COc1cc(OC)c(NC(=O)CCc2nc(-c3cccs3)no2)cc1Cl the results were PfHsp90 set2 -5, phage Ecoli inh 1.9, Tat transport 2, PvdQ acylase -19, CAL PDZ FP 0.2, AddAB inh 0.8, Rtt109 Vps75 -3, Wnt bcat act 0, DAGLB inh -1 and E coli growth 1.2.
For O=C(Cc1c[nH]c2ccccc12)NC1(C(=O)NC2CCCC2)CCCCC1 the results were PfHsp90 set2 10, phage Ecoli inh -0.4, Tat transport -9, PvdQ acylase -5, CAL PDZ FP 0.3, AddAB inh 1.5, Rtt109 Vps75 6, Wnt bcat act 4, DAGLB inh 2 and E coli growth -0.2.
For O=S(=O)(NCc1ccncc1)c1ccccc1 the results were PfHsp90 set2 -13, phage Ecoli inh 2.5, Tat transport 8, PvdQ acylase -2, CAL PDZ FP -0.6, AddAB inh -0.9, Rtt109 Vps75 -6, Wnt bcat act -5, DAGLB inh 3 and E coli growth -2.8.
Screening O=C(COc1ccc2c(-c3ccccc3)cc(=O)oc2c1)NCCCN1CCOCC1 returned PfHsp90 set2 5, phage Ecoli inh -2.7, Tat transport 4, PvdQ acylase -2, CAL PDZ FP 0.1, AddAB inh 0.9, Rtt109 Vps75 3, Wnt bcat act 0, DAGLB inh 0 and E coli growth -1.2.
Screening COc1ccc(NC(=O)COC(=O)c2ccc3ccccc3n2)cc1OC returned PfHsp90 set2 17, phage Ecoli inh 3.3, Tat transport -3, PvdQ acylase -18, CAL PDZ FP -0.6, AddAB inh 0.7, Rtt109 Vps75 0, Wnt bcat act -1, DAGLB inh 0 and E coli growth -1.5.
Cc1cc(C)cc(N2C(=O)CC(Cn3nc(C)cc3C)C2=O)c1 (configuration not stated) was read as phage Ecoli inh 3.5, AddAB inh 1.4, Wnt bcat act 0 and E coli growth -1.2.
`O=C(CN(c1ccc2c(c1)OCCO2)S(=O)(=O)c1ccccc1)Nc1ccc2c(c1)OCO2` gave PfHsp90 set2 -5, phage Ecoli inh 0.8, Tat transport 6, PvdQ acylase -10, CAL PDZ FP -1.7, AddAB inh -0.5, Rtt109 Vps75 7, DAGLB inh 0 and E coli growth -3.4.
`Cc1ccnc(Cc2ccccc2)n1` gave PfHsp90 set2 0, phage Ecoli inh 1.8, Tat transport -3, PvdQ acylase -6, CAL PDZ FP -0.8, AddAB inh -2.5, Rtt109 Vps75 0, Wnt bcat act -1, DAGLB inh -2 and E coli growth -3.0.
`N=c1c(C(=O)NCCc2ccccc2)cc2c(=O)n3ccccc3nc2n1CC1CCCO1` (configuration not stated) gave PfHsp90 set2 -15, phage Ecoli inh 0.6, Tat transport -5, PvdQ acylase -36, CAL PDZ FP -0.6, AddAB inh 4.0, Rtt109 Vps75 inactive, Wnt bcat act -2, DAGLB inh 1 and E coli growth 0.9.
For CCN1C(=O)c2cccc3c(NC(=O)c4ccc5c(c4)OCCO5)ccc1c23 the results were PfHsp90 set2 -13, phage Ecoli inh -0.4, Tat transport -5, PvdQ acylase -22, CAL PDZ FP 0.6, AddAB inh 1.5, Rtt109 Vps75 1, DAGLB inh -1 and E coli growth 0.4.
For COc1ccc(C(=O)N2CCN(C(=O)Cc3ccccc3)CC2)cc1OC the results were PfHsp90 set2 15, phage Ecoli inh -0.1, Tat transport -2, PvdQ acylase -5, CAL PDZ FP -2.9, AddAB inh 4.4, Rtt109 Vps75 0, Wnt bcat act -2, DAGLB inh 0 and E coli growth -2.5.

An excerpt of the results above, as a working copy:
For O=S(=O)(NCc1ccncc1)c1ccccc1 the results were PfHsp90 set2 -13, phage Ecoli inh 2.5, Tat transport 8, PvdQ acylase -2, CAL PDZ FP -0.6, AddAB inh -0.9, Rtt109 Vps75 -6, Wnt bcat act -5, DAGLB inh 3 and E coli growth -2.8.
Screening O=C(COc1ccc2c(-c3ccccc3)cc(=O)oc2c1)NCCCN1CCOCC1 returned PfHsp90 set2 5, phage Ecoli inh -2.7, Tat transport 4, PvdQ acylase -2, CAL PDZ FP 0.1, AddAB inh 0.9, Rtt109 Vps75 3, Wnt bcat act 0, DAGLB inh 0 and E coli growth -1.2.
Screening COc1ccc(NC(=O)COC(=O)c2ccc3ccccc3n2)cc1OC returned PfHsp90 set2 17, phage Ecoli inh 3.3, Tat transport -3, PvdQ acylase -18, CAL PDZ FP -0.6, AddAB inh 0.7, Rtt109 Vps75 0, Wnt bcat act -1, DAGLB inh 0 and E coli growth -1.5.
